NPSR antag: qHTS Assay for Antagonists of the Neuropeptide S Receptor: cAMP Signal Transduction; CHO-NPSR cells, cAMP TR-FRET, antagonist mode; Potency, µM (doses to about 38.3 µM), for the others: at the highest dose activity change, negative = inhibition, actives largely listed as inhibitors; AID 1461, 2008; 220,000 tested, 1% active; Q6W5P4; further: on the % scale 0 is the no-effect control and ±100 the full control effect; nearly all actives have a fitted effect of over 50% in size; many of its hits are not listed in these tables
Target sequence (Q6W5P4 whole entry, looked up): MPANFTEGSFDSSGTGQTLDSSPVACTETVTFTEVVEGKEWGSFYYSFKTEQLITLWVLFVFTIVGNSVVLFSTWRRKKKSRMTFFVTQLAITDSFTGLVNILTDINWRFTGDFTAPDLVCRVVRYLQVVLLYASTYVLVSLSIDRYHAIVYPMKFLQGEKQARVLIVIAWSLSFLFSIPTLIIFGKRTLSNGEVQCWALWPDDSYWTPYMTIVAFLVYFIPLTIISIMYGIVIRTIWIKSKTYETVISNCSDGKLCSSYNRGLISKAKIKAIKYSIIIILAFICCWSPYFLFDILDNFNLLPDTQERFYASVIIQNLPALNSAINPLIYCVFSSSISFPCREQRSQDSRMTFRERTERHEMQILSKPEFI
Luc counter: Counterscreen for Luciferase (Kinase-Glo TM) Inhibition; Potency, µM (top dose mostly 38.3 µM), for inactives: top-dose activity change, negative = inhibition, actives largely listed as inhibitors; Kinase-Glo luciferase, ATP luminescence, 8 min; 200,000 tested, 0.28% active; Luciferin 4-monooxygenase (Photuris pensylvanica), Q27757; AID 1379, 2008; further: on the % scale 0 is the no-effect control and ±100 the full control effect; nearly all actives have a fitted effect of over 60% in size
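Substrate mix (final 50 mM imidazole pH 7.2, 50 mM KCl, 7 mM MgCl2, 10 uM ATP, 0.01% Tween 20, 0.05% BSA) plus pin-tool compound, then Kinase-Glo detection mix; 8 min ambient, luminescence read.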
KDM4E inh: qHTS Assay for Inhibitors of Human Jumonji Domain Containing 2E (JMJD2E); JMJD2E catalytic domain, FDH-coupled NADH fluorescence (FDH is formaldehyde dehydrogenase); Potency, µM (highest dose often 57.1 µM), for the others: top-dose activity change, negative = inhibition, actives largely listed as inhibitors; 230,000 tested, 1.6% active; active means well fitted inhibition curve with a large enough effect, not every such curve was filed as active; inconclusive means small, poorly fitted or top-dose-only effect, or another doubt; inactive means no such curve, though single readings can be large or run the other way;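 further: 0% = wells with enzyme and -100% = buffer wells without enzyme; nearly all actives have a fitted effect of over 50% in size; many of its hits are not listed in these tables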
IMPase Li inh: qHTS Assay for Identifying the Cell-Membrane Permeable IMPase Inhibitors: Potentiation with Lithium; CHO-M1 cells, IP1 TR-FRET (IP-One), carbachol + lithium; Potency, µM (series often up to 59.4 µM), for inactives: top-dose activity, negative = IMPase inhibition, hits mostly inhibitors; 210,000 tested, 0.35% active;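 further: IP1 builds up when IMPase is blocked and the TR-FRET signal falls; plate controls were basal vehicle for no effect and high inhibitor control for full effect; nearly all actives have a fitted effect of over 50% in size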
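Readout is a homogeneous TR-FRET IP1 immunoassay (Ex 320, Em 665 and 620), where raised cytosolic IP1 lowers signal. Cells were CHO-M1 treated 30 min at 37C with test compounds plus a little lithium; AC50 values came from Hill-equation fitting.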
Epigenetic derep: Quantitative High-Throughput Screen for Regulators of Epigenetic Control | murine LDR cells, GFP reporter derepression, 30 h | Potency, µM (top dose mostly 53.9 µM), without a hit: top-dose GFP activation, most hits filed as activators | 280,000 tested, 0.2% active | AID 1865, 2009; further: % of control where 0% means no effect; nearly all actives have a fitted effect of over 60% in size
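In this reporter-derepression format, murine cells bearing a silenced integrated CMV-GFP locus incubate with test compound (30 h, 37 C), then are washed and imaged; fluorescent objects of 20–120 um count as induced cells.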
GoLoco inh red: qHTS Assay for Inhibitors of RGS12 GoLoco Motif Activity (Red Fluorophore); Guanine nucleotide-binding protein G(i) subunit alpha-1 (Homo sapiens), P63096; Gai1:RGS12 GoLoco peptide FP, rhodamine, 10 min; Potency, µM (doses to about 61.6 µM), for inactives: top-dose activity, negative = inhibition, actives largely listed as inhibitors; 230,000 tested, 0.44% active; active means well fitted inhibition curve with a large enough effect, not every such curve was filed as active; inactive means no such curve, though single readings can be large or run the other way; further: on the % scale 0 is the no-effect control and ±100 the full control effect; nearly all actives have a fitted effect of over 30% in size; many of its hits are not listed in these tables
RECQ1 inh: qHTS Assay for Inhibitors of RecQ-Like Dna Helicase 1 (RECQ1). ATP-dependent DNA helicase Q1 (Homo sapiens), P46063. RECQ1 DNA unwinding, red fluorescence kinetic read. Potency, µM (top dose mostly 57.3 µM), for the others: at the highest dose activity, negative = inhibition, hits mostly inhibitors. 240,000 tested, 0.54% active;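 further: plate controls were vehicle for no effect and no enzyme for full effect; nearly all actives have a fitted effect of over 30% in size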
Target sequence (P46063 whole entry, looked up): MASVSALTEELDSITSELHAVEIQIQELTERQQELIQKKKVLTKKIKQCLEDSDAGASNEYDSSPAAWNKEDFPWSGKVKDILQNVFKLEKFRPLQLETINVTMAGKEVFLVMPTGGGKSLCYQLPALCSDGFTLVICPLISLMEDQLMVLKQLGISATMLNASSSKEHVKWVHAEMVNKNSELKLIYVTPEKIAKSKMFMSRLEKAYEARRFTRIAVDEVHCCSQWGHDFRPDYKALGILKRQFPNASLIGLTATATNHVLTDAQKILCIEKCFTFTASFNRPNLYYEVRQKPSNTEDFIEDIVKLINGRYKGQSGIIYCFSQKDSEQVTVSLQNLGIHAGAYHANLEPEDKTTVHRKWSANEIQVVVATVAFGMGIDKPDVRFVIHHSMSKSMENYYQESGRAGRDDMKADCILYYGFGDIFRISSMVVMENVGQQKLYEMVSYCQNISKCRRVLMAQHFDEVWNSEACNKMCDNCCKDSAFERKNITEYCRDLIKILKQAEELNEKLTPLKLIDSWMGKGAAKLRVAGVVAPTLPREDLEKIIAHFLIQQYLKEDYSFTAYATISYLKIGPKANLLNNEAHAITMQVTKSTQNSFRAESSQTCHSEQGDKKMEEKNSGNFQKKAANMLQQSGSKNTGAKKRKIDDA
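50 nM RECQ1T1 preincubated 15 min with compound in Tris pH 8.0 buffer with MgCl2, DTT, Tween-20 and 2.5 ug/ml poly(dI-dC); started with 200 nM TAMRA/BHQ-2 forked duplex and 2 mM ATP. Unwinding read as fluorescence (525/598 nm), two reads 2 h apart.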
SMN2 splice up: qHTS Assay for Enhancers of SMN2 Splice Variant Expression | AID 1458, 2008 | 210,000 tested, 2.8% active | Potency, µM (series often up to 46.1 µM), without a hit: at the top dose activity change, positive = activation, most hits filed as activators | HEK293 SMN2-luciferase splicing reporter, luminescence, 30-36 h; further: % of control where 0% means no effect; nearly all actives have a fitted effect of over 55% in size
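qHTS luciferase splicing reporter: luminescence rises when SMN2 exon 7 is included in transfected HEK293 cells. Compound exposure lasted 30-36 h at 37C, with 4.5 mM final sodium butyrate as control, followed by a ONE-Glo read.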
Starred values were filed as active, the others as inactive; i = inactive; u = inconclusive; x = no result given; [ ] = dose if it differs, or a comment. Unless noted, the call rests on the fitted dose curve; in most records, active means well fitted curve in the direction sought with a large enough effect; inconclusive means small, poorly fitted or top-dose-only effect, or another doubt; inactive means no such curve, though single readings can be large; an effect the other way counts as inactive or inconclusive. Potency means the concentration at half of the fitted maximal effect. These rows are one share of the data (hit frequency here may not be typical).

Order of values: NPSR antag, Luc counter, KDM4E inh, IMPase Li inh, Epigenetic derep, GoLoco inh red, RECQ1 inh, SMN2 splice up
- CC1C/C(=C/c2cccs2)C(=O)/C(=C/c2cccs2)C1 (stereo unspecified)
  -17%, 1%, 9%, 16%, 0.0%, 0%, -14%, -16%
- Cc1ccccc1Nc1nc(N)nc(CN(C)Cc2ccccc2Cl)n1
  5%, 0%, 5%, 4%, -1.1%, 5%, -13%, 22%
- O=C(CSc1n[nH]c(-c2ccncc2)n1)c1cccc([N+](=O)[O-])c1
  6%, -1%, 12%, 6%, 0.4%, 2%, -9%, -1%
- Oc1ccc(Nc2nc(-c3ccc(Cl)cc3)cs2)cc1
  x, 1%, -23%, 2%, 3.5%, -4%, -23%, 6%
- CCOC(=O)c1sc(=S)n(C)c1NC(=O)c1ccc(OC)cc1
  -3%, x, u, x, 12%, -17%, 18%, x
- Cc1cnc(NC(=O)CSc2ccc(Cl)cc2)s1
  -5%[46.1 µM], 2%, 3%, 4%[38.3 µM], -1.4%, 2%, -11%, -11%
- CN(C)c1ccc(C=Nc2ccc(N(C)C)cc2)cc1
  u, -10%, 20µM*, 35%[activator], 0.0%, 10%, -7%, -62%[inhibitor]
- CCSc1nnc(NC(=O)C2CCCCC2)s1
  -7%[46.1 µM], -14%, 5%, 0%[38.3 µM], -1.6%, -7%, -1%, 9%
- COC(=O)C(=Cc1ccccc1[N+](=O)[O-])C(=O)OC
  u, x, -4%, x, 0.1%, 0%, 0%, x
- COc1ccc(CNC(=O)C2CCN(C(=O)[C@@H](CC(C)C)NC(=O)OC(C)(C)C)CC2)cc1
  2%[7.67 µM], -3%, -26%, -8%[38.3 µM], 5.4%, 9%, -4%, -12%
- CCCCn1c(=O)c(CC(C)=O)nc2ccccc21
  -8%, -4%, u, -5%, -0.2%, 18%, -4%, 8%
- C=CCOc1c(OC)cc(/C=N/Nc2cccc(C(=O)O)c2)c(Br)c1Br
  -8%, 0%, u, 8%, 0.0%, -19%, 2%, 14µM*
- Cc1cc(Nc2cc(Cl)cc(Cl)c2)nc(N)n1
  4%, x, -15%, x, 4.8%, 3%, i, x
- COc1ccccc1/C=C/C=N/n1c(-c2cc(C)[nH]n2)n[nH]c1=S
  20%, 1%, u, -1%, -3.2%, 9%, 0%, 0%
- CC(=O)Cc1ccccc1OC(=O)c1ccco1
  2%[46.1 µM], x, -2%, x, -5.3%, x, -12%, x
- COc1ccccc1NS(=O)(=O)c1cc(NC(=O)c2cccs2)ccc1N1CCCC1
  -14%, -1%, u, 3%, -1.3%, -8%, -13%, u
- COc1ccc(NC(=O)Cn2c(=O)sc3ccccc32)c(OC)c1
  6%[46.1 µM], 1%, -4%, 3%[38.3 µM], 1.7%, -1%, -11%, -3%
- O=Cc1cccn1-c1nccc(-c2ccco2)n1
  -3%, 3%, u, -12%, 3.8%, 5%, -4%, -14%
- COC(=O)c1ccccc1NC1OC(=O)c2ccccc21 (stereo unspecified)
  0%[46.1 µM], x, u, x, -2.0%, x, -3%, x
- CCC/C=C(\CCC)C(NP(=O)(c1ccccc1)c1ccccc1)c1ccc(-c2ccccc2)cc1 (stereo unspecified)
  x, -3%, u, 1%, 10%, -5%, 0%, -40%[inhibitor]
- Cc1ccc(NC(=O)c2cccs2)cc1
  11%[46.1 µM], -11%, 0%, 26%[38.3 µM], 0.0%, 14%, -14%, u
- O=C1CCC(=O)N1c1ccc(-c2nc3ccccc3s2)cc1
  u, -24%, -19%, -13%, -0.1%, 7%, i, 10µM*
- COc1ccc(NC(=S)N2CCOCC2)c(OC)c1
  13%, 3%, -1%, -8%, 0.0%, 0%, -4%, 13%
- CSc1ncccc1C(=O)OCc1ccc(COC(=O)c2cccnc2SC)cc1
  2%[46.1 µM], -1%, -10%, -8%[38.3 µM], 0.7%, 1%, 8%, -10%
- CNc1ccc(Br)cc(C(=O)/C=C/c2ccc3c(c2)OCO3)c1=O
  u, -7%, u, 12%[38.3 µM], 0.3%, 69%[activator], u, -77%[inhibitor]
- O=C(NCc1cccs1)c1cc(-c2ccccc2)on1
  -5%[46.1 µM], 0%, 8%, 1%[38.3 µM], 1.2%, 6%, -11%, 25µM*
- COCCn1c(=O)c(-c2cccs2)nc2cnc(Nc3ccccc3)nc21
  x, -2%, x, u, x, 6%, -10%, -10%
- CCOC(=O)c1ccccc1-n1c(C)cc(C2N=C(N)Nc3nc4ccccc4n32)c1C (stereo unspecified)
  13µM*, -2%, -1%, 45%[activator][38.3 µM], 0.8%, -5%, -14%, -19%
- COc1ccc(CNc2nc(S(=O)(=O)c3ccccc3)c(Cl)s2)cc1OC
  -3%, 0%, 13%, 10%, 0.0%, 7%, -12%, -82%[inhibitor]
- CCN1CCN(c2nc(-c3ccccc3)nc3ccccc23)CC1
  12%, 0%, 1%, 0%, 1.0%, -5%, 2%, -11%
- Fc1ccc(C2CC(c3ccco3)n3ncnc3N2)cc1 (stereo unspecified)
  17%[46.1 µM], -1%, -1%, 14%, -1.0%, 8%, -5%, 7%
- O=C(O)c1cncc(C(=O)O)c1
  x, 2%[7.66 µM], x, -5%, x, 0%[14.2 µM], x, -8%[9.22 µM]
- COC(=O)[C@H]1C[C@@H]1[C@H](NC(=O)Oc1ccc(F)cc1)c1ccccc1
  x, -2%, 3%, 3%, 4.5%, 4%, i, 4%
- S=C(NCc1ccccn1)Nc1ccc(Cl)cc1Cl
  -6%[46.1 µM], -1%, 6%, 11%[38.3 µM], -0.9%, -1%, -14%, 59%
- CCn1cc(C2C(C(=O)Nc3ccc(Br)cn3)=C(C)NC3=C2C(=O)CCC3)c(C)n1 (stereo unspecified)
  1%, 0%, u, -10%, 8.2%, 5%, i, 14%
- CCc1ccc(CN2CCCC(CNS(=O)(=O)c3ccc(OC)cc3)C2)cc1 (stereo unspecified)
  39%, -1%, -8%, 21%, -5.4%, 7%, -6%, x
- Cc1c(/C=N/Nc2nc3ccccc3[nH]2)c2ccccc2n1C
  u, x, u, x, 2.4%, 4%, u, x
- N#Cc1ccc(C(=O)N2CCN(S(=O)(=O)c3ccc(Br)s3)CC2)cc1
  0%, -4%, -16%, 6%, 1.5%, 8%, 12%, -24%
- COc1ccc(CNc2ncnc3c2[nH]c2cc(OC)c(OC)cc23)cc1
  -35%, x, u, x, 0.0%, 15%, -29%, x
- COc1ccc(Cc2noc(CN(C)CC(O)c3ccccc3)n2)cc1OC (stereo unspecified)
  0%, 2%, 2%, 7%, 0.1%, 8%, i, x
- CCCOC(=O)c1ccc(Oc2coc3c(CN(CC)CC)c(O)ccc3c2=O)cc1
  -25%, 11%, u, -9%, 3.9%, 7%, -2%, -16%
- C=CCn1c(=NC(=O)CC)n(C)c2ccccc21
  17%, 14%, -2%, -3%, -3.8%, -5%, -6%, 11%
- COC(=O)CN(c1ccc(C(C)C)cc1)S(=O)(=O)c1c(C)[nH]c(=O)[nH]c1=O
  2%[46.1 µM], 2%, 5%, 13%[38.3 µM], 0.0%, 7%, -4%, -14%
- O=C(O)C1CC(=O)N(CCOc2ccccc2)C1 (stereo unspecified)
  14%[46.1 µM], -1%, 9%, 20%[38.3 µM], 0.0%, 2%, 2%, 14%
- COc1ccc(NC(=O)CCN2C(=O)c3ccccc3S2(=O)=O)c(OC)c1
  15%, 6%, 5%, -3%, -0.1%, 0%, -6%, -22%
- CCOC(=O)C1=NN(c2ccccc2C)C2=NC(C)=C(C(=O)OC)C(c3cccc(OC)c3)N12 (stereo unspecified)
  -32%, -2%, 2%, 11%, u, 4%, -13%, 19%
- CC1(C)C(=O)OC(c2ccccc2)C2(CCCC2)C1=O (stereo unspecified)
  -14%[46.1 µM], 1%, -8%, 16%[38.3 µM], 0.1%, 9%, i, -15%
- CCNC(=O)NC1(C(=O)Nc2ccc3c(c2)OCCO3)CCCCC1
  2%[46.1 µM], -1%, 6%, 1%[38.3 µM], -2.2%, -23%, i, -9%
- CC1(C)C2CCC1(CS(=O)(=O)NCc1ccc(C(=O)O)cc1)C(=O)C2 (stereo unspecified)
  -12%[46.1 µM], 0%, 7%, -3%, 0.0%, 8%, -8%, 3%
- CC/C=C/C#N
  x, x, x, -13%, x, -6%, -5%, 4%
- CCO[C@H]1OC(C(=O)Nc2ccccc2)=C[C@@H](C)[C@@H]1CCCO
  3%, x, 9%, 0%, -0.7%, -10%, i, x
- CCCn1c(SCC(=O)Nc2nnc(C(C)C)s2)nc2c1c(=O)n(C)c(=O)n2C
  6%[46.1 µM], x, 5%, x, -5.4%, x, -9%, x
- COc1ccc2[nH]c(=O)c(CN(Cc3ccccc3)C(=S)NCC3CCCO3)cc2c1 (stereo unspecified)
  13%, 1%, u, 5%, 2.7%, 14%, -7%, x
- Cc1nc(N2CCOCC2)c2nc(-c3ccccc3)n(CCN(C)C)c2n1
  x, -6%, u, -6%, -5.2%, -11%, 8%, 0%
- CCOc1ccc(C(=O)NC(=S)Nc2ccccc2OC)cc1[N+](=O)[O-]
  -2%, 0%, 10%, 14%, 0.0%, 7%, 1%, -19%
- COCCn1c(SCC(=O)Nc2cccc(C)n2)nnc1-c1ccco1
  7%, 4%, 6%, -2%, -2.8%, 16%, 4%, -7%
- Cc1ccc(-c2cc(C(=O)Nc3ccccn3)c3ccccc3n2)o1
  -9%, -1%, u, -8%, 8.6%, -4%, -27%, 3%
- O=C(O)c1cc(-c2ccc(/C=N/NC(=S)Nc3ccccc3)o2)ccc1Cl
  -10%, 2%, u, -2%, -0.3%, 22%, u, 3%

Single entries from the entries so far.
S=C(NCc1ccccn1)Nc1ccc(Cl)cc1Cl in SMN2 splice up: 59%
CCCn1c(SCC(=O)Nc2nnc(C(C)C)s2)nc2c1c(=O)n(C)c(=O)n2C in NPSR antag: 6%[46.1 µM]

Source: PubChem
